From PubChem BioAssay
Pf growth 96h = P. falciparum growth inhibition at 96 hours; P. falciparum luciferase reporter growth, 96 h; Potency, µM (highest dose often 28.7 µM), for inactives: top-dose activity change, negative = inhibition, actives largely listed as inhibitors; actives 6.9% (n = 320,000); note: potency is the fitted concentration of half-maximal effect; % is set by controls: 0 for no effect and ±100 for the full control effect
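Two parasite generations (96 h, 37 C, 5% CO2) of compound exposure in infected erythrocytes (0.05% parasitemia, 2% hematocrit). Luciferase-reporter P. falciparum; decreased luminescence indicates inhibited growth, aimed at apicoplast-acting delayed death.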
Shiga inhibitor = Shiga toxin inhibition. AID 2315. Vero cells, Shiga toxin protein synthesis inhibition reporter. inhibition, % at 38.7 µM. actives 9.2% (n = 290,000); in the data active = inhibition mostly above about 28%, no sharp cut-off; inactive = mostly below about 43%; note: 0% is about no effect
CHX counter = counter-screen hit for Shiga toxin inhibitors, cycloheximide | cell reporter, cycloheximide protein synthesis inhibition counterscreen | max response, % | actives 12% (n = 300,000); in the data active = max response mostly above about 13%, no sharp cut-off; inactive = mostly below about 14%; note: read at 38.3 µM for the half of the compounds with a filed dose; 0% is about no effect
Tb PYK inh = T. brucei pyruvate kinase inhibition; TbPYK enzyme, Kinase-Glo Plus ATP luminescence, 45 min; Potency, µM (highest dose often 76.8 µM), inactives show at the highest dose activity, negative = inhibition, hits mostly inhibitors; actives 0.12% (n = 410,000); AID 624173; note: potency is the fitted concentration of half-maximal effect; % is set by controls: 0 for no effect and ±100 for the full control effect; nearly all actives have a fitted effect of over 50% in size
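Enzyme and substrate buffer are dispensed first and compound is pin-transferred. ADP at 130 uM final then starts the reaction, which runs 45 min at room temperature. Detection reagent is added for 10 min before luminescence is imaged.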
LmPK inh = blocks Leishmania mexicana pyruvate kinase activity; Q27686; actives 0.37% (n = 290,000); purified LmPK, Kinase-Glo ATP luminescence, 1 h; Potency, µM (series often up to 57.5 µM), without a hit: at the top dose activity change, negative = inhibition, most hits filed as inhibitors; note: potency is the fitted concentration of half-maximal effect; % is set by controls: 0 for no effect and ±100 for the full control effect
Target sequence (Q27686 whole entry, looked up): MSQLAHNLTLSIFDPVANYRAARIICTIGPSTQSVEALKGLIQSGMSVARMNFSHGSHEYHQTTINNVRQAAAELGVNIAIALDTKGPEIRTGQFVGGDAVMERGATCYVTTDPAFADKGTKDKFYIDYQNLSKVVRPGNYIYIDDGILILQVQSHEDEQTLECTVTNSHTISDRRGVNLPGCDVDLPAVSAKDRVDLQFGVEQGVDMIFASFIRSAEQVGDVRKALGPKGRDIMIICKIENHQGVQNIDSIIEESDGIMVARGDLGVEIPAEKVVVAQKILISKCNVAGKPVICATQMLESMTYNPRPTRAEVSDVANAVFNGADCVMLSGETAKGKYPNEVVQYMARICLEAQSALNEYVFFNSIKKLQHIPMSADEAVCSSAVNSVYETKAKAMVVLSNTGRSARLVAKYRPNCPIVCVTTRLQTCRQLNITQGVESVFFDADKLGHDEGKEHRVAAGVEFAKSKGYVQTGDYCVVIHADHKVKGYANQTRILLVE
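ATP generated from ADP (0.1 mM) and PEP (0.5 mM) by 0.1 nM LmPK over 1 h at room temperature (pH 7.2 imidazole buffer) was detected by coupled luciferase luminescence. Values were normalized to uninhibited and no-enzyme wells.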
Pf growth 48h = inhibits P. falciparum growth in the first generation, 48 h | actives 5.9% (n = 310,000) | P. falciparum luciferase growth in erythrocytes, 48 h | Potency, µM (doses to about 28.7 µM), without a hit: top-dose activity change, negative = inhibition, hits mostly inhibitors; note: potency is the fitted concentration of half-maximal effect; % is set by controls: 0 for no effect and ±100 for the full control effect
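Compounds are pin-transferred into medium, infected erythrocytes (2% hematocrit, 0.1% parasitemia final) are added, and plates sit one parasite generation at 37 C in 5% CO2. Detection reagent is then added and luminescence measured.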
HCV inh = HCV inhibition | actives 3.4% (n = 340,000) | Potency, µM (doses to about 41.8 µM), for the others: top-dose activity change, negative = inhibition, actives largely listed as inhibitors | Huh7.5.1 HCVcc-Cre infection, luciferase reporter, 44 h; note: potency is the fitted concentration of half-maximal effect; % is set by controls: 0 for no effect and ±100 for the full control effect
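Luciferase read-out (15 sec integration) after a 15 min room-temperature substrate step quantifies HCVcc-Cre infection. Cells, 1,000 per well, had compound added 4 h post-plating, then virus at ~0.5 moi, and were cultured 44 h.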
The depositor's hits bear a star; ? = inconclusive; . = not tested or not shown; & = joins results of further samples; [ ] = dose if it differs, or a comment. Unless noted, calls come from the whole dose curve; as a rule, active = well fitted curve in the direction sought with a large enough effect; inconclusive = small, poorly fitted or top-dose-only effect, or another doubt; inactive = no such curve, though single readings can be large; an effect the other way counts as inactive or inconclusive.

Every second line gives: Pf growth 96h	Shiga inhibitor	CHX counter	Tb PYK inh	LmPK inh	Pf growth 48h	HCV inh
1	CCc1ccc(NC(=O)CCn2c(=O)c3cccn3c3ccccc32)cc1
→ -15%	-1	8	-3%&-2%	-13%	?	11µM*
2	CCOc1ccc(CCNC(=O)c2nnn(CC(=O)Nc3ccccc3C)c2N)cc1OCC
→ -26%	9	-10	-15%	-11%	-21%	?
3	COc1ccc(N2CC(C(=O)N3CCC4(CC3)CC(=O)c3ccccc3O4)CC2=O)cc1 (configuration not stated)
→ ?	.	.	-5%	.	?	?
4	Cc1ccc(S(=O)(=O)NCCn2cnc([N+](=O)[O-])n2)cc1
→ 38%[activator]	-4	6	-3%	0%	-8%	1%
5	COC(=O)c1ccc(S(N)(=O)=O)o1
→ -7%	-18	-3	-9%	-5%	-13%	11%
6	COc1ccc(N(CC(=O)N/N=C/c2ccccc2F)S(=O)(=O)c2ccccc2)cc1
→ ?	-6	-3	0%	5%	-30%[0.00184 µM]	?
7	CCOC(=O)NC1(NCc2ccccc2)Oc2ccccc2O1
→ ?	-1	16*	-19%	-7%	?	?
8	CC(Sc1nnc(Cc2cccs2)n1C1CC1)C(=O)NC1CCS(=O)(=O)C1 (configuration not stated)
→ 2%	.	.	-13%	.	?	11%
9	CCCCn1c(N)c(N(CC(C)C)C(=O)C2CC(=O)N(c3ccc(C)cc3)C2)c(=O)[nH]c1=O (configuration not stated)
→ -1%	.	.	-1%	.	?	3%
10	CN1CCOc2ccc(S(=O)(=O)NCCc3ccc(Cl)cc3)cc21
→ ?	24	-1	1%	1%	40%[activator]	-6%
11	Nc1c(Cl)cc(Cl)cc1C(=O)OCC(=O)N1CCCC1
→ 4%	13	4	3%	1%	.	1%
12	O=C(O)C1CCCCC1C(=O)Nc1ccc(Cl)cc1Cl (configuration not stated)
→ 0%	-3	11	4%	2%	5%	2%
13	CCOC(=O)c1cc(-c2cc3ccccc3o2)nc2c1c(=O)[nH]c(=O)n2CCOC
→ 17%	14	-6	-4%	0%	1%	-4%
14	CCc1ccc(OC(=O)/C=C/c2ccco2)cc1
→ ?	30*	33*	-2%	-13%	1%	-7%
15	O=[N+]([O-])c1cc(S(=O)(=O)N2CCCC2)ccc1NCCc1ccccc1
→ ?	-13	-5	-2%	4%	-19%	15%
16	CCCNC(=O)Cn1cnc2sc(C(=O)NCCN(CC)CC)c(C)c2c1=O
→ 130%[activator]	-10	-3	-3%	-4%	24%	-7%
17	CCOc1ccc(NC(=O)CN(C)C(=O)c2cc(-c3ccc(OC)cc3)nc3ccccc23)cc1OCC
→ 7.4µM*	.	.	-7%	.	9.3µM*	?
18	O=[N+]([O-])c1c(NCCCO)cc(SCc2ccco2)c2nonc12
→ ?	-5	-1	-13%	-4%	-26%	?
19	CC(=O)c1cccc(NC(=O)CCc2nnc3ccc(N4CCOCC4)nn23)c1
→ 10µM*	-13	-1	3%	3%	-11%	4%
20	COc1ccc(C(=O)NCc2nnc(SCC(=O)N3CCCCC3)o2)cc1OC
→ 3.3µM*	25	3	-10%	-1%	.	0%
21	CC1CCCN(c2sc(S(C)(=O)=O)nc2S(=O)(=O)c2ccc(Cl)cc2)C1 (configuration not stated)
→ 13µM*	-6	-2	-3%	6%	?	-23%
22	COc1ccc(OCc2nnc(SCC(=O)N(C)Cc3ccccc3)n2N)cc1
→ -11%	13	9	-19%	2%	-2%	?
23	COC(=O)CCC(=O)OC1(C)C(=O)C=C2C=C(C3CC3)N(Cc3ccco3)C=C2C1=O (configuration not stated)
→ ?	-2	-4	-1%	-4%[11.5 µM]	12µM*	-5%
24	O=C(NC1CCN(C(=O)Nc2ccccc2Cl)CC1)c1cccc(F)c1
→ -4%	-13	0	0%	-3%	-12%	-17%
25	COc1cc(/C=C/c2nc3ccccc3c(=O)[nH]2)cc(OC)c1OC
→ 13%	48	28*	-11%	-2%	33%[activator]	?
26	COc1ccc(S(=O)(=O)NCC2CCC(C(=O)O)CC2)cc1 (configuration not stated)
→ -14%	1	-7	-3%	10%	3%	17%
27	CCN(c1ccccc1)S(=O)(=O)c1cc(C(=O)Nc2cccc(Cl)c2)ccc1F
→ ?	-15	13	-6%	3%	?	?
28	CC(NC(=S)Nc1ccc(S(N)(=O)=O)cc1)c1ccc2c(c1)OCO2 (configuration not stated)
→ 4.7µM*	-4	-4	-10%	3%	-12%	-12%
29	Cc1cc(C)n(C(=O)c2nn(C)c(C)c2[N+](=O)[O-])n1
→ 17%	-7	-1	-6%	1%	28%	6%
30	Cc1cnc(NC(=O)CSc2nnc(C)n2N)s1
→ 11%	11	-2	1%	-1%	15%	14%
31	C=CCCC(=O)N1CCCC(C(=O)c2cccc(OC)c2)C1 (configuration not stated)
→ ?	12	21*	0%	2%	5%	-6%
32	O=C(Cn1ccc2ccccc2c1=O)NCCC(=O)N1CCN(C2CCCCC2)CC1
→ 28%	14	1	3%	-5%	-3%	6%&18%
33	CC1(C)c2ccccc2N2CC(=O)N(CC(N)=O)C21C (configuration not stated)
→ 42%[activator]	-2	1	-3%	-3%	8%	-2%
34	CC(C)c1ccc(S(=O)(=O)N2CCN(C(=O)n3ccnc3)CC2)cc1
→ 5.2µM*	.	.	0%	.	?	-18%
35	Nc1nonc1C(=O)NCCNC(=O)c1ccc(Cl)c(Cl)c1
→ -2%	-14	-4	2%	1%	4%	-9%
36	O=C(Nc1ccc2c(c1)CCC2)c1cccc(S(=O)(=O)Nc2ccccc2Cl)c1
→ 39%[activator]	9	9	-4%	2%	-1%	-8%
37	Cc1ccc(NC(=O)/C(=C/C=C/c2ccccc2)NC(=O)c2ccccc2)cc1
→ -104%	-12	-3	0%	1%	?	0%
38	O=C1NC(=O)c2cc(Br)cc3cccc1c23
→ 2%	-16	-2	3%	3%	-6%	-12%
39	CC(=O)N(CN1C(=O)c2ccccc2C1=O)c1ccc2c(c1)oc1ccccc12
→ 22%	-13	1	-5%	4%	-2%	22%
40	COc1ccc(C(C(=O)NC2CCCC2)N(C(=O)c2ccco2)c2ccccc2C(C)=O)cc1OC (configuration not stated)
→ -3%	-10	-4	-16%	-7%	-15%	4%
41	O=Nc1c(O)n(Cc2cccc(C(F)(F)F)c2)c2ccccc12
→ -29%	-11	-2	5%	6%	?	?
42	CCN(CC)c1ccc2cc(C(N)=O)/c(=N\NC(=O)c3ccncc3)oc2c1
→ -14%[5.75 µM]	25	5	3%	-2%	-16%	?
43	Cc1ccc(C(=O)Nc2ccc3c(c2)CCC3)cc1
→ ?	5	24	-8%	?	98%[activator]	-26%
44	Cc1ccc(NC(=O)C2CCN(S(=O)(=O)c3cccc(C(F)(F)F)c3)CC2)nc1
→ 18%	.	.	7%	.	46%[activator]	?
45	O=C(NCCc1ccccc1)c1ncn[nH]1
→ ?	30	6	-17%	1%	12%	-2%
46	Cc1c(Cl)cnc(NC(=O)COC(=O)c2cccc(S(=O)(=O)N3c4ccccc4CC3C)c2)c1Cl (configuration not stated)
→ 5%	-6	2	-1%	2%	2%	17%
47	CCCC(=O)N1CCN(c2ccc(NC(=O)c3sc4ccccc4c3Cl)cc2)CC1
→ 4.7µM*	15	-1	-1%	3%	?	0%
48	Cn1c(NC(=O)C2CC2)cc(=O)n(C)c1=O
→ -15%	-16	-3	3%	-1%	.	10%
49	CC(=O)Nc1ccc(/C=C(\C#N)C(N)=O)cc1
→ -17%	16	11	1%	4%	22%	6%
50	N=c1n(Cc2ccccc2)c2ccccc2n1CC(O)c1ccccc1 (configuration not stated)
→ 2.3µM*	-8	-5	-10%	8%	2.1µM*	?
51	CCOC(=O)/C=C/c1cnn(-c2ccccc2)c1
→ 231%[activator]	169*	89*	-1%	-7%	294%[activator]	-6%
52	COc1ccccc1NC(=O)COc1coc(CN2CCN(c3ccccc3)CC2)cc1=O
→ ?	.	.	4%	.	13µM*	-15%
53	CSc1n[nH]c(N)c1S(=O)(=O)c1ccc(Cl)cc1
→ 10%	-13	4	3%	0%	-1%	-4%
54	CSC1=NCCN1CCOc1ccccc1
→ ?	-13	0	-12%	0%	-3%	-9%
55	O=C(O)CC1(CC(=O)Nc2ccc(Cl)cc2C(=O)c2ccccc2)CCCC1
→ 23%	-9	-2	-1%	-4%	18%	26%
56	O=[N+]([O-])c1cccc2ccc(/C=C/c3ccc(Cl)cc3)nc12
→ ?	137*	45*	-9%	-1%	6%	?
57	COc1ccc(NC(=O)CSc2nnc(NC(=O)c3ccco3)s2)cc1
→ 81%[activator]	-7	14	-2%	-3%	0%	14%
58	COc1cccc(S(=O)(=O)Nc2ccc(C(=O)N3CCN(C(=O)c4ccco4)CC3)cc2)c1
→ .	-7	-3	-1%	6%	?	-3%&5%
59	COc1ccc(S(=O)(=O)N2CC(C(=O)O)Oc3ccc(CC(=O)O)cc32)cc1 (configuration not stated)
→ 43%[activator]	-19	-4	-15%	-3%	?	-7%
60	Cc1cc(C(=O)CN2C(=O)NC3(CCCCC3)C2=O)c(C)n1-c1ccc2c(c1)OCO2
→ 13µM*	-10	1	-3%	0%	?	6%

New compounds follow:
Every second line gives: Pf growth 96h	Shiga inhibitor	CHX counter	Tb PYK inh	LmPK inh	Pf growth 48h	HCV inh
61	O=C(c1oc(=O)c2ccccc2c1-c1ccccc1)N1CCOCC1
→ ?	-4	1	1%	0%	2%	-3%
62	O=C(Cc1ccccc1)Nc1ccccc1Sc1ccccc1
→ ?	12	13	6%	-1%	28%	22%
63	COc1cccc(C2/C(=C(/O)c3ccc(C)cc3)C(=O)C(=O)N2Cc2ccco2)c1 (configuration not stated)
→ 7%	-7	-4	3%	1%	10%	10%
64	CN(C1=NS(=O)(=O)c2ccccc21)c1ccc(OC(=O)c2ccncc2)cc1
→ -7%	-24	1	-1%	-3%	-11%	6%
65	CCCC(C(=O)Nc1nccs1)c1ccccc1 (configuration not stated)
→ ?	-12	-4	-6%	2%	?	3%
66	COCCNC(=O)c1onc(CSc2ccccc2C)c1C(=O)O
→ 40%[activator]	10	-4	8%	1%	12%	47%[activator]
67	Cc1ccnc(NC(=O)CC(NC(=O)c2ccccc2Cl)c2ccccc2)c1 (configuration not stated)
→ 292%[activator]	.	.	-2%	.	133%[activator]	?

One compound at a time, from the list above. Order of screens: Pf growth 96h | Shiga inhibitor | CHX counter | Tb PYK inh | LmPK inh | Pf growth 48h | HCV inh
Entry for COc1cccc(C2/C(=C(/O)c3ccc(C)cc3)C(=O)C(=O)N2Cc2ccco2)c1 (configuration not stated) = 7% | -7 | -4 | 3% | 1% | 10% | 10%
Entry for CN(C1=NS(=O)(=O)c2ccccc21)c1ccc(OC(=O)c2ccncc2)cc1 = -7% | -24 | 1 | -1% | -3% | -11% | 6%
Entry for O=C(c1oc(=O)c2ccccc2c1-c1ccccc1)N1CCOCC1 = ? | -4 | 1 | 1% | 0% | 2% | -3%
